N370S GC = inhibitors or activators of N370S glucocerebrosidase for Gaucher disease | N370S GC spleen homogenate, 4MU-glucoside fluorescence | Potency, µM (titrated, usually from 59.4 µM), for inactives: at the highest dose activity change, negative = inhibition, actives largely listed as inhibitors | actives 0.092% (n = 330,000) | P04062;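 further: 0% = full enzyme activity and -100% = no enzyme basal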
TDP1 block = blocks human tyrosyl-DNA phosphodiesterase 1; Q9NUW8; recombinant TDP1, AlphaScreen DNA substrate cleavage; Potency, µM (titrated, usually from 130 µM), for the others: at the highest dose activity change, negative = inhibition, hits mostly inhibitors; actives 0.28% (n = 350,000); further: nearly all actives have a fitted effect of over 40% in size
Target sequence (Q9NUW8 whole entry, looked up): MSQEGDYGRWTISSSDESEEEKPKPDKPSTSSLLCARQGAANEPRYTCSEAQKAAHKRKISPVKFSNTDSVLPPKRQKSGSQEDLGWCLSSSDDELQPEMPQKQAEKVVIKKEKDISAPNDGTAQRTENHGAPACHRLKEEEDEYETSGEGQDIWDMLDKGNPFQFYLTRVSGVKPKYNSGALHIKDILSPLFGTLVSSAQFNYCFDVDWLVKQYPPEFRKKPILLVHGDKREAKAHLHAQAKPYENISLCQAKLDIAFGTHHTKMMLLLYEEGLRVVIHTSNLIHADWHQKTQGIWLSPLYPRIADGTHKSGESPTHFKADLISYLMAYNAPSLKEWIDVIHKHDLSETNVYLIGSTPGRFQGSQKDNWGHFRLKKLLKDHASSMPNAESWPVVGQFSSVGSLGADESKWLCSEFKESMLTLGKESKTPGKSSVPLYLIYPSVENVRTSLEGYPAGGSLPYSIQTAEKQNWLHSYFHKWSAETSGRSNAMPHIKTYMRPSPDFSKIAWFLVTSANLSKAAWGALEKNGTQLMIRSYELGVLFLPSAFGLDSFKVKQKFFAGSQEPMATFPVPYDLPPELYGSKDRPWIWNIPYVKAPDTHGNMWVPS
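AlphaScreen read-out: signal falls as enzyme removes the 3' tyrosine-FITC from a 5'-biotinylated DNA oligo (15 nM, 5 min, RT). Enzyme was E. coli-made recombinant Tdp1 at 1 nM, exposed to compound for 15 min beforehand; beads 10 ug/ml, 10 min.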
FEN1 inh = human FEN1 inhibition | Potency, µM (doses to about 114 µM), for inactives: top-dose activity change, negative = inhibition, hits mostly inhibitors | Recombinant FEN1 flap cleavage, fluorescence, 15 min | actives 0.35% (n = 390,000); further: nearly all actives have a fitted effect of over 65% in size
Target sequence (P39748 whole entry, looked up): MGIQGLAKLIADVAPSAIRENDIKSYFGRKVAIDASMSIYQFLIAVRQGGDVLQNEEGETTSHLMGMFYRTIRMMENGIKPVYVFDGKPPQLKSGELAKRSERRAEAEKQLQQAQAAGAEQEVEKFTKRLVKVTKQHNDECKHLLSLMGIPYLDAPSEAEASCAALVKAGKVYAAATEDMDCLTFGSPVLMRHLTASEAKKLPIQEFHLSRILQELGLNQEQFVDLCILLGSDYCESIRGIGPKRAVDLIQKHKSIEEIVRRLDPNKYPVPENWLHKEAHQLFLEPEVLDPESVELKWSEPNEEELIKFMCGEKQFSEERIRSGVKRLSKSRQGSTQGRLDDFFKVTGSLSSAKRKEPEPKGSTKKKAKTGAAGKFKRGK
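In this screen, 50 nM flap DNA substrate was added to 10 nM FEN1 pretreated with compound for 15 min at room temperature; cleavage was followed with reads at 0 and 15 min, and Hill fitting gave concentration–response parameters.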
The depositor's hits bear a star; ? = inconclusive; . = no result given; & = joins results of further samples; [ ] = remark or other dose. The call rests on the fitted dose curve; in most records, active means well fitted curve in the direction sought with a large enough effect; inconclusive means small, poorly fitted or top-dose-only effect, or another doubt; inactive means no such curve, though single readings can be large; an effect the other way counts as inactive or inconclusive. Unless noted, on the % scale 0 is the no-effect control and ±100 the full control effect; potency means the concentration at half of the fitted maximal effect.

FEN1 inh,TDP1 block,N370S GC,SMILES
2%,-6%,-11%,Cc1ccccc1-n1nc2c(c1NC(=O)c1cc3ccccc3o1)CS(=O)(=O)C2
-21%,10%,-1%,CC(=O)Nc1ccc(SCCN2CCN(CC(C)C)CCC2=O)cc1
.,1%,-6%,Oc1c(Cl)ccc(Cl)c1Cl
-13%,4%,8%,Cc1ccc(C)c(SCC(=O)c2ccc[nH]2)c1
-2%,1%,12%,O=C(CN(Cc1ccccc1)C(=O)c1ccco1)NCc1ccc(F)cc1
13%,-15%,-1%,CCc1ccc(CN(C)C(=O)c2cccc(S(=O)(=O)Nc3ccccc3OC)c2)cc1
.,2%,4%,CCCn1c2c(c(O)c(C(=O)Nc3nc(C)cs3)c1=O)CCCC2
-2%,5%,2%,CN(CC(=O)NC1CCCc2ccccc21)S(=O)(=O)c1cccs1 (configuration not stated)
2%,.,0%,Fc1cccc(Cl)c1Cn1ncc2ccccc21
8%,2%,-1%,CCc1csc(CCNC(=O)C2CCC(=O)N(Cc3cccc(C(F)(F)F)c3)C2)n1 (configuration not stated)
19%,4%,3%,CC(=O)Nc1cccc(OCc2cnc(Cl)s2)c1
.,13%,-17%,O=[N+]([O-])c1cccc(I)c1
-13%,9%&7%,?,c1ccc(-c2ccc(CN3C[C@@H]4C(c5ccccc5)C5(c6cccnc6)CC4(C5)[C@H]3c3ccccc3)cc2)cc1 (some centres not stated)
12%,0%,10%,OCCC1CN(CCCn2cccn2)CCN1Cc1ccccc1 (configuration not stated)
-4%,-5%,-10%,O=C(CC1C(=O)NCCN1C(=O)Nc1ccc(Cl)cc1)Nc1ccc(F)cc1 (configuration not stated)
7%,.,8%,Cc1c(CCC(=O)N2CCC[C@H]2C(=O)O)c(=O)oc2cc3oc4c(c3cc12)CCCC4
14%,-1%,9%,Cn1c(CNC(=O)c2ccccc2F)nnc1SCC(=O)N1CCN(c2ccccc2)CC1
0%,3%,28%,CC1=CSC2=NC(=O)/C(=C\c3cccn3-c3ccccc3)C(=N)N12
5%,7%,3%,CN(C)S(=O)(=O)c1ccc(C(=O)N2CCOCC2)cc1
-10%,8%,?,Cc1ccc(Nc2nc(C(=O)N3CCC(C(=O)NCCN4CCOCC4)CC3)cs2)cc1

Pulled by structure from the list above:
FEN1 inh,TDP1 block,N370S GC,SMILES
.,13%,-17%,O=[N+]([O-])c1cccc(I)c1
5%,7%,3%,CN(C)S(=O)(=O)c1ccc(C(=O)N2CCOCC2)cc1
7%,.,8%,Cc1c(CCC(=O)N2CCC[C@H]2C(=O)O)c(=O)oc2cc3oc4c(c3cc12)CCCC4
-13%,9%&7%,?,c1ccc(-c2ccc(CN3C[C@@H]4C(c5ccccc5)C5(c6cccnc6)CC4(C5)[C@H]3c3ccccc3)cc2)cc1 (some centres not stated)
12%,0%,10%,OCCC1CN(CCCn2cccn2)CCN1Cc1ccccc1 (configuration not stated)
19%,4%,3%,CC(=O)Nc1cccc(OCc2cnc(Cl)s2)c1

Additional entries:
FEN1 inh,TDP1 block,N370S GC,SMILES
7%,-1%,2%,COc1ccc(C(=O)NC2CC3CCCC(C2)N3CC(C)C)cc1OC (configuration not stated)
-3%,5%,.,COc1ccc(-c2nc3scc(CCNS(=O)(=O)c4c(C)cc(C)cc4C)n3n2)cc1OC
-2%,-2%,.,CC(C)(C)c1ccc(C(=O)N2CCC(c3nc4ccccc4o3)CC2)cc1
-1%,-4%,10%,Cc1cccc(NC(=O)NNC(=O)c2nn(C)cc2Br)c1
3%,.,-8%,O=C1CCC/C(=N/NC(=O)c2cc(NS(=O)(=O)c3cccs3)cc(NS(=O)(=O)c3cccs3)c2)C1
0%,.,-13%,COc1ccc(C2N(C(=O)C(F)(F)F)C(C)CN2S(=O)(=O)c2ccc(C)cc2)cc1 (configuration not stated)
0%,5%,-11%,CC(C)=NNc1nc2c(c(=O)[nH]c(=O)n2C)n1CCc1ccccc1
4%,1%,2%,O=C(CNC(=O)c1ccccc1Br)NCCSc1ccc(Br)cc1
?,8%,-1%,O=C(OCC(=O)N1CCN(S(=O)(=O)c2ccccc2)CC1)c1ccc([N+](=O)[O-])o1
-14%,3%,-1%,O=C(COC(=O)CCc1nc2ccccc2s1)Nc1nc(-c2ccccc2)cs1
6%,1%,1%,Cc1noc(C)c1C(=O)N1CCC(C(=O)c2ccccc2)CC1
1%,5%,-1%,Cc1cccc(C(=O)OC(C)CN2CCCC2)c1 (configuration not stated)
-3%,1%,5%,O=C(CSc1n[nH]c(-c2ccccc2)n1)NCc1cccc(C(=O)O)c1
2%,3%,-1%,Cc1cccc(C)c1NC(=O)CS(=O)CC(=O)NC1CCCc2ccccc21 (configuration not stated)
12%,2%,2%,CS/C(=C\[N+](=O)[O-])Nc1ccc(Cl)cc1
-5%,3%,5%,COc1ccccc1CNC(=O)C1COc2ccccc2O1 (configuration not stated)
1%,0%,.,CN1CCC(N(C)C(=O)c2cc(S(=O)(=O)N3CCOCC3)ccc2Cl)CC1
18%,8%,-10%,COCCSc1ccccc1C(=O)NCc1cccnc1
-3%,2%[0.0935 µM],0%,COc1ccc(-n2c(=S)[nH]c3cc(C(=O)N(C)Cc4ccccc4)ccc3c2=O)cc1
-3%,9%,-22%,CCCCNC(=O)C1CC(=O)N(C2CCCCC2)C1 (configuration not stated)

Sorted by the number under N370S GC (ascending): three from the list above
FEN1 inh,TDP1 block,N370S GC,SMILES
18%,8%,-10%,COCCSc1ccccc1C(=O)NCc1cccnc1
1%,5%,-1%,Cc1cccc(C(=O)OC(C)CN2CCCC2)c1 (configuration not stated)
6%,1%,1%,Cc1noc(C)c1C(=O)N1CCC(C(=O)c2ccccc2)CC1

(more compounds)
FEN1 inh,TDP1 block,N370S GC,SMILES
0%,6%,10%,COc1ccc(NC(=O)c2ccccc2NC(=O)c2ccco2)c(OC)c1
11%,-5%,0%,COc1ccc(-n2nc(C(=O)N3CCCCC3)c(C)c(C#N)c2=O)cc1
-4%,1%,.,CCOC(=O)N1CCc2c(sc3c2c(=O)n(-c2ccccc2C(F)(F)F)c(=O)n3Cc2ccccc2C)C1
-3%,2%,0%,O=[N+]([O-])C1=CC=C2C(=NC3(CCCCC3)N2O)C1=NCCO
2%,5%,2%,COC(=O)Nc1nc(Sc2ncc(C(F)(F)F)cc2Cl)n[nH]1
-1%,.,4%,Cc1cc(C)c2cc(C(=O)Nc3ccc4c(c3)OCO4)[nH]c2c1
1%,-4%,-4%,COc1cc(SC)ccc1C(=O)N1CCN(Cc2ccccc2)CC1
2%,-1%,2%,NC1=NC2(CCCCC2)N(c2ccc(F)cc2F)C(N)=N1
-4%,3%,-24%,Cc1ccc2c(c1)c1c(n2CC(O)Cn2c(C)nc3ccccc32)/C(=N\O)CCC1 (configuration not stated)
-6%,-3%,-2%,Cc1ccc(NC(=O)c2nnn(CC(=O)Nc3ccccc3)c2N)cc1C
2%,4%,-8%,CNC(CC(=O)c1ccc([N+](=O)[O-])cc1)C(Cl)(Cl)Cl (configuration not stated)
-8%,6%,4%,O=S(=O)(c1ccccc1)N1CCCC1c1cccs1 (configuration not stated)
11%,0%,0%,O=C(COC(=O)c1ccc(S(=O)(=O)N2CCOCC2)cc1)NC1CCCCCCC1
-23%,6%,?,COc1cccc(C(=O)SC2=NCCS2)c1
0%,.,-6%,O=C(c1cccs1)C1CCCN(Cc2nc(Cc3ccccc3F)no2)C1 (configuration not stated)
-18%,7%,12%,OCCCNc1nc(-c2ccccc2)nc2c1oc1ccccc12
1%,.,-12%,O=C(C(=O)N1CCCCC1)c1c(-c2ccccc2)[nH]c2ccccc12
1%,1%,-4%,Cc1cc(C)nc(N/C(=N\S(=O)(=O)Cc2ccccc2)Nc2cccc(Cl)c2C)n1
-14%,3%,3%,Cc1ccc(NC(=O)Cc2csc(-c3ccccc3)n2)cc1F
-10%,6%,11%,CC1(CC(=O)N/N=C/c2ccc(-c3ccc(Cl)cc3)o2)OCCO1
-5%,.,-19%,CCOc1ccc(CNCCN2CCCC2)cc1
-7%,-2%,3%,Cc1cc(-c2ccccc2)nc2c(Br)c(=O)[nH]n12
-7%,.,-14%,Cc1ccc(OCCC(=O)OCC(=O)NC(=O)NC2CCCC2)cc1
3%,3%,.,CC(C)NC(=O)C1CCC(Cn2c(=O)c3sccc3n(CC(=O)Nc3ccccc3)c2=O)CC1 (configuration not stated)
4%,-6%,.,COc1ccccc1-c1oc2ccccc2c1-c1ccc2c(c1)OCO2
4%,1%,-15%,Cc1cc2c(Nc3ccc(C(=O)O)cc3)ncnc2s1
-6%,6%,0%,CCCn1c(SCC(=O)NCc2cccs2)nc2c1c(=O)n(C)c(=O)n2C
-12%,10%,-16%,COc1ccccc1OCC(=O)O/N=C(\N)c1ccccn1
?,-7%,2%,Cc1cc(C)nc(NNS(=O)(=O)c2ccc(F)c(Cl)c2)n1
2%,0%,2%,O=C(NCCCc1ccccc1)c1c(O)nc2sccn2c1=O
-17%,1%,11%,Cc1ccccc1CN(c1ccc(C(=O)NCCC2=CCCCC2)cc1)S(C)(=O)=O
-5%,3%,7%,CCC(=O)Nc1ccc(NC(=O)CSc2nnnn2-c2ccc3c(c2)OCCO3)cc1
.,4%,4%,COCCN(CCOC)c1nc(C)nc2c1nc(-c1ccccc1)n2CCN1CCCC1
9%,5%,5%,CCOC(=O)NC(O)C(=O)c1cccs1 (configuration not stated)
10%,2%,.,COc1ccc(CCNC(=O)CCCCn2c(=O)c3ccccc3n(Cc3ccccc3C)c2=O)cc1OC
14%,1%,.,Fc1cccc(-c2nnn3c2nc(NCc2ccc4c(c2)OCO4)c2ccccc23)c1
1%,-1%,17%,CCOC(=O)C1=C(C)NC(=O)NC1c1ccc(OCCO)c(OC)c1 (configuration not stated)
-3%,.,25%,CC(c1ccccc1)n1c(-c2cccs2)nc2c(c(=O)c3ccccc3n2C)c1=O (configuration not stated)
-1%,10%,.,CCOc1ccc(CCNC(=O)CSc2nnnn2-c2ccc(C)cc2C)cc1OCC
-12%,11%,?,CC(C)(C)c1ccc(S(=O)(=O)Nc2ccc(Cc3ccncc3)cc2)cc1
-1%,2%,8%,O=C(c1cccc(N2CCCC2=O)c1)N1CCN(c2ccccc2)CC1
-1%,3%,-3%,CC1CCN(C(=O)COC(=O)c2cc([N+](=O)[O-])ccc2N2CCOCC2)CC1
-5%,5%,5%,CCC(C)C(=O)Nc1nc2c(s1)C(=O)CC(C)(C)C2 (configuration not stated)
10%,0%,.,Cc1ccc(NC(=O)N2CCN3CCCCC3C2)cc1C (configuration not stated)
-12%,4%,.,CCc1ccc(NC(=O)CN(c2cccc(C)c2)S(C)(=O)=O)cc1
19%,0%,0%,O=C(NCc1cccs1)c1nc(-c2cccs2)no1
-12%,1%,15%,CCCCOC(=O)c1ccc(NC(=S)NC(=O)c2c(Cl)cnn2CC)cc1
-2%,-7%,2%[12.8 µM],O=C(Nc1ccccc1)OCCNC(=O)c1cccc(Cl)c1
-18%,8%,?,Nc1nc2ccc([N+](=O)[O-])cc2[nH]1
20%,5%,-14%,COc1cccc(N2CC(C(=O)Nc3nnc(SCCN4CCOCC4)s3)CC2=O)c1 (configuration not stated)

Additional results.
FEN1 inh,TDP1 block,N370S GC,SMILES
-1%,5%,-2%,Cc1ccc(-c2nc3cc(NC(=O)C(C)C)ccc3o2)cc1C
-1%,1%,11%,CCOc1ccc2nc3c(cc2c1)CN(CCOC)C(=NCCOC)S3
6%,11%,-7%,O=C(NCCCn1ccnc1)c1nc(Cn2ccc([N+](=O)[O-])n2)no1
2%,-1%,-7%,Cc1[nH]c2ccccc2c1/C=C/c1nc2ccccc2c(=O)n1-c1ccc([N+](=O)[O-])cc1
5%,3%,-10%,c1ccc(CCNC2=NCCS2)cc1
-14%,5%,.,COc1ccc(S(=O)(=O)c2c(Nc3ccccc3F)sc(C(=O)c3cccc(OC)c3)c2N)cc1
2%,2%,8%,COc1ccc(-c2noc(C3CCCN(C(=O)c4ccccc4)C3)n2)cc1 (configuration not stated)
4%,-9%,-12%,CN(C(=O)COC(=O)C1=COCCO1)c1c(N)n(Cc2ccccc2)c(=O)[nH]c1=O
-10%,-3%,0%,CC1CN(CC(O)COc2ccccc2C(C)(C)C)CC(C)O1 (configuration not stated)
1%,.,-3%,O=[N+]([O-])c1cccc(/C=C/c2nc[nH]c2[N+](=O)[O-])c1
-8%,1%,.,CC(C)(C)[C@@H]1COC(=O)[C@H](Cc2ccc(F)cc2)C/C=C\C[C@@H](CC(=O)N(CCO)Cc2ccccc2)C(=O)N1
-6%,7%,7%,CC(C(=O)O/N=C(\N)c1cccnc1)c1ccc([N+](=O)[O-])cc1 (configuration not stated)

Shown bar-delimited: part of the list above
Compound | FEN1 inh | TDP1 block | N370S GC
OCCCNc1nc(-c2ccccc2)nc2c1oc1ccccc12 | -18% | 7% | 12%
CCc1ccc(NC(=O)CN(c2cccc(C)c2)S(C)(=O)=O)cc1 | -12% | 4% | .

Source: PubChem BioAssay (National Center for Advancing Translational Sciences (NCATS))
